ERG Ets-DNA blk – ERG Ets/DNA interaction inhibition; P11308; fluorescence polarization, His-ERG Ets domain / labelled DNA; Potency, µM (titrated, usually from 76.9 µM), inactives show at the top dose FP activity, negative = inhibition, usual class: inhibitors; hit rate 0.028% among 370,000; active = well fitted inhibition curve with a large enough effect in the polarisation, with a control signal flat; inconclusive = small, poorly fitted or top-dose-only effect, or effect the other way, or a change in a side signal; inactive = no such curve, though single readings can be large or run the other way; the % refers to the polarisation;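 note: polarization taken with two DNA probes labelled with fluorescein and Texas red; potency is the fitted concentration of half-maximal effect; % of control where 0% means no effect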
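His-tagged ERG Ets domain (1 uM in the protein solution; 300mM KCl, 50mM Tris-HCl, 1mM EDTA, 1mM DTT, pH 7.5) received compound, then a probe mix of 5 nM fluorescein-DNA and 100nM Texas-615-DNA. Fluorescence polarization was read for both dyes.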
GLS inh – blocks human kidney-isoform glutaminase activity; O94925; GLS enzymatic activity, qHTS titration; Potency, µM (titrated, usually from 45.5 µM), without a hit: at the top dose activity change, negative = inhibition, most hits filed as inhibitors; hit rate 0.21% among 410,000; note: potency is the fitted concentration of half-maximal effect; % is set by controls: 0 for no effect and ±100 for the full control effect
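hKGA; 45 mM KH2PO4 pH 8.2 + 0.02% Tween-20; cpd via pin tool; 1 mM Gln soln; GluOx/HRP/Amplex Red; RT 30 min; fluor. t0 & final.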
HP1b chromo inh – blocks HP1-beta chromodomain binding to methylated histone tails; AlphaScreen HP1-beta / biotin-H3K9me3 peptide binding; Potency, µM (titrated, usually from 114 µM), for the others: at the top dose activity change, negative = inhibition, hits mostly inhibitors; hit rate 0.56% among 390,000; AID 540317; note: potency is the fitted concentration of half-maximal effect; nearly all actives have a fitted effect of over 70% in size; inactives centre near 23
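HP1-beta protein (50 nM final) preincubated 30 min at room temperature with biotinylated H3(1-18)K9me3 peptide (50 nM) in PBS pH 7.4, 0.01% Tween-20, then compound added for 30 min. AlphaScreen streptavidin donor/nickel chelate acceptor beads (10 ug/mL final), 30 min dark, luminescence read.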
RGS4 inh – inhibitors of human regulator of G protein signaling 4. Transcreener GDP fluorescence polarization, RGS4-accelerated GTP hydrolysis. Potency, µM (top dose mostly 114 µM), without a hit: top-dose activity change, negative = inhibition, most hits filed as inhibitors. hit rate 0.039% among 390,000; note: potency is the fitted concentration of half-maximal effect; % is set by controls: 0 for no effect and ±100 for the full control effect; nearly all actives have a fitted effect of over 75% in size; some results filed as inactive show a strong effect at the top dose
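MLSMR compounds (23 nl, pin-transferred) preincubated 10 min at room temperature with a 500nM (2x) first reagent, then RGS4 at 900nM (2x) plus Transcreener GDP mix added; fluorescence polarization (620/688 nm) read before and after 90 min at 30 °C.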
ALOX12 inh – inhibitors of human 12S-lipoxygenase ALOX12; purified 12hLO, xylenol orange hydroperoxide absorbance; Potency, µM (doses to about 108 µM), for inactives: top-dose activity change, negative = inhibition, hits mostly inhibitors; hit rate 1.1% among 580,000; AID 1671190; note: potency is the fitted concentration of half-maximal effect; % is set by controls: 0 for no effect and ±100 for the full control effect
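Purified human 12hLO (150 nM final) in 25 mM Hepes, 0.01% Triton X-100, pH 7.0 was preincubated 15 min at room temperature with compound. Then 40 uM arachidonic acid was added, 30 min. Hydroperoxide was read by Fe-XO absorbance ratio 573/405 nm.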
PI4K2A inh – inhibitors of human PI4K2A. activity change, negative = inhibition, % at 76.9 µM. purified PI4K2A, ADP-Glo luminescence, 1 h; stronger effect = lower value. AID 1346378. hit rate 0.13% among 420,000; in the data active = activity change below about -50%; inconclusive = mostly about -30% to -49%;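 note: -100% = wells without enzyme as full effect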
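PI4K2A activity was measured by ADP-Glo luminescence: enzyme (4 ug/mL stock) and phosphatidylinositol (1.2 mM stock) in Tris pH 7.5/MgCl2/EGTA/Triton X-100 buffer were reacted with ATP (300 microM stock) for one hour at ambient temperature.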
JMJD2A Tudor inh – blocks the human JMJD2A Tudor domain; AlphaScreen JMJD2A-Tudor / H3K4me3 peptide binding; O75164; hit rate 4.4% among 390,000; Potency, µM (titrated, usually from 114 µM), without a hit: top-dose activity change, negative = inhibition, hits mostly inhibitors; note: potency is the fitted concentration of half-maximal effect; % is set by controls: 0 for no effect and ±100 for the full control effect; nearly all actives have a fitted effect of over 50% in size
BAZ2B block – BAZ2B (human) inhibition; Q9UIF8; AlphaScreen BAZ2B-H3K14Ac peptide displacement; Potency, µM (series often up to 114 µM), inactives show at the top dose activity change, negative = inhibition, most hits filed as inhibitors; hit rate 4.4% among 360,000; note: potency is the fitted concentration of half-maximal effect; % is set by controls: 0 for no effect and ±100 for the full control effect; nearly all actives have a fitted effect of over 60% in size
Target sequence (Q9UIF8 whole entry, looked up): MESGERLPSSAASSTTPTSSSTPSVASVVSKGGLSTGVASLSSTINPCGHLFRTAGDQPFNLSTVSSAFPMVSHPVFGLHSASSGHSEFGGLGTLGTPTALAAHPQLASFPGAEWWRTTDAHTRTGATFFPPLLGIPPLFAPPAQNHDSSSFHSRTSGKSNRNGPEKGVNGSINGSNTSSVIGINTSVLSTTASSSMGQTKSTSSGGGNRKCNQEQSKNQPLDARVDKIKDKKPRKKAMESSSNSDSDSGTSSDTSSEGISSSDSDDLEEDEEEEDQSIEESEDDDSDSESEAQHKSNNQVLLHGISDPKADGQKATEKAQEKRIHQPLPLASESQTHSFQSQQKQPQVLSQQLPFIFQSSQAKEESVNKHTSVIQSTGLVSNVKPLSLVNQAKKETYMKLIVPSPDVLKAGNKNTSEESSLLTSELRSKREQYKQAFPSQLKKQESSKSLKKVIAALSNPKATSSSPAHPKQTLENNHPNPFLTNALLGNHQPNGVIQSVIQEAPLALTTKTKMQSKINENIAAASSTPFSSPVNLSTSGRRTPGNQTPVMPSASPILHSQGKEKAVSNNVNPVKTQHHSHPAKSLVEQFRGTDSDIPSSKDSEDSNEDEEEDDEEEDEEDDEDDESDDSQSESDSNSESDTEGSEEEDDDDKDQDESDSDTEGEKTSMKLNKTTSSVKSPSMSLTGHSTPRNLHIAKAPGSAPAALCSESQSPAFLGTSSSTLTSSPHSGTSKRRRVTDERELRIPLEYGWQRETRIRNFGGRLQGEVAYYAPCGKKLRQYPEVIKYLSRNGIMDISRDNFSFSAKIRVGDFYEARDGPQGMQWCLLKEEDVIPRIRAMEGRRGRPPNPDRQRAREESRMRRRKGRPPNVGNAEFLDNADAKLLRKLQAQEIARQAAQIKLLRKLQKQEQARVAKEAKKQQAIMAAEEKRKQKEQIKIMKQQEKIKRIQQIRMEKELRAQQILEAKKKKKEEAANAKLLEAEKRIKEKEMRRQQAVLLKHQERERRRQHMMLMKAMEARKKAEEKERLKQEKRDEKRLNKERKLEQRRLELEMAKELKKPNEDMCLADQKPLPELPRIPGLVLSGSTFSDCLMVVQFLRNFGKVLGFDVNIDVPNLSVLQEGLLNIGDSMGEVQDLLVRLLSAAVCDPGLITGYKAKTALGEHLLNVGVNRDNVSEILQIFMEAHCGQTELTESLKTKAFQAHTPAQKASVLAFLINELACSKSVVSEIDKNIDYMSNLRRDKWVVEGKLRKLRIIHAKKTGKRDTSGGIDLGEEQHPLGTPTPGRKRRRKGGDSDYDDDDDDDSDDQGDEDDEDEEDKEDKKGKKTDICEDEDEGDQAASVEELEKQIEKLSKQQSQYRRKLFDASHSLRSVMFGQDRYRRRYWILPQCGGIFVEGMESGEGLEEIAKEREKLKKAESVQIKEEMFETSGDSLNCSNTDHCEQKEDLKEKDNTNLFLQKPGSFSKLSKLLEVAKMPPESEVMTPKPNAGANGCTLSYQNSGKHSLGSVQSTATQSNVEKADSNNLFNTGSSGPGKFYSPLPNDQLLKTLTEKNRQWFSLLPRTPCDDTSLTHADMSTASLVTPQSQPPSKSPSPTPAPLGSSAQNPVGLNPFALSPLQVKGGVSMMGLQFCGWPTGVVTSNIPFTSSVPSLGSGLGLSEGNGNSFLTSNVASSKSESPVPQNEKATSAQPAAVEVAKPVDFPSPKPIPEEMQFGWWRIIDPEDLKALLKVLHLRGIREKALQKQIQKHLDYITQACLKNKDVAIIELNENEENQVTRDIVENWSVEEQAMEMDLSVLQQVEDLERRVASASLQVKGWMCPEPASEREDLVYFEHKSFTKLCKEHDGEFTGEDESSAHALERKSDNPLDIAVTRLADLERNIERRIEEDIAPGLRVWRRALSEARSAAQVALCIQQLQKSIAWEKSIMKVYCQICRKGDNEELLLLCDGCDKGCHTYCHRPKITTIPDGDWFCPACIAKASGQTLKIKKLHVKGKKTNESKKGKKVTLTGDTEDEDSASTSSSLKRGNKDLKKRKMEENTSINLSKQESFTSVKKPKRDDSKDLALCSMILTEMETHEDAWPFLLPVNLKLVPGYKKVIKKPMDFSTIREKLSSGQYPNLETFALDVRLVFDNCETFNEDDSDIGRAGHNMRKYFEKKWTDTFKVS
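BAZ2B 50 nM plus b-H3(5-23)K14Ac 50 nM, PBS pH 7.4/0.01% Tween-20, 30 min RT; compound added (max 110 uM), 30 min RT; streptavidin donor/Ni-chelate acceptor beads 10 ug/mL final, 20 min dark; AlphaScreen read.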
G9a inh – G9a (human) methyltransferase inhibition | Q96KQ7 | G9a H3K9 monomethylation, AlphaScreen, 2 h | Potency, µM (titrated, usually from 102 µM), without a hit: at the top dose activity, negative = inhibition, actives largely listed as inhibitors | hit rate 8.8% among 350,000 | AID 504332; note: potency is the fitted concentration of half-maximal effect; % is set by controls: 0 for no effect and ±100 for the full control effect; nearly all actives have a fitted effect of over 75% in size
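Step 1: enzyme (final 20 nM) with compound, 15 min RT. Step 2: substrate peptide 500 nM and SAM 20 uM, 2 h RT. Step 3: anti-H3K9me1 antibody and AlphaScreen beads, 10 min, then plate read.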
Starred values were filed as active, the others as inactive; ? = inconclusive; / = no result given; [ ] = dose if it differs, or a comment. Unless noted, calls come from the whole dose curve; as a rule, active = well fitted curve in the direction sought with a large enough effect; inconclusive = small, poorly fitted or top-dose-only effect, or another doubt; inactive = no such curve, though single readings can be large; an effect the other way counts as inactive or inconclusive. Only part of the results is shown, so the mix of outcomes need not match the whole.

Sequence of screens – ERG Ets-DNA blk	GLS inh	HP1b chromo inh	RGS4 inh	ALOX12 inh	PI4K2A inh	JMJD2A Tudor inh	BAZ2B block	G9a inh
O=C(NCCCNCCCNC(=O)c1ccc(/C=N/O)nc1)c1ccc(/C=N/O)nc1
    -6%	26%	45%[activator]	31%	0%	-7	5.6µM*	1.4µM*	/
O=C(Nc1ccc(Oc2ccccc2)nc1)C1CCN(Cc2ccccc2)CC1
    -3%	7%	54%[activator]	-21%	?	-6	-11%	-15%	-2%
COc1ccc(CCNC(=O)C(C)n2c(=O)cc(C(F)(F)F)c3c(C)nn(C)c32)cc1OC (configuration not stated)
    -5%	-10%	11%	-37%	-25%	0	-17%	-3%	3%[59 µM]
COc1ccc(CC(=O)NCCC2=CCCCC2)cc1
    7%	0%	35%	23%	1%	-2	-11%	-3%	-8%
O=C(COCc1cc(-c2cccs2)on1)Nc1cccc(Cl)c1Cl
    -8%	-6%	90%[activator]	12%	-19%	-4	54%[activator]	62%[activator]	25%[59 µM]
CCOc1ccccc1N(C(C)=O)S(=O)(=O)c1ccc(Cl)cc1
    1%	0%	61%[activator]	0%	2%	-7	3%[57.1 µM]	5%	24%
CCc1ccc(CN(C)Cc2nc(Cc3cccc(C(F)(F)F)c3)no2)nc1
    1%	-1%	28%	-9%	3%	-9	?	12%	/
O=C(O)C1=C[C@H](c2cccs2)C[C@H](OCc2ccc(CO)cc2)O1
    -4%	4%	51%[activator]	5%	?	1	-22%	-21%	?
CCC1CCCCN1C(=O)CSc1nc(C)cc(C)n1 (configuration not stated)
    -13%	6%	42%[activator]	-6%	3%	4	3%	-1%	-4%
COc1ccc(CCNS(=O)(=O)c2ccc3oc(C(=O)O)c(C)c3c2)cc1OC
    -1%	6%	12%	10%	-20%	6	-20%	-5%	10%[59 µM]
CCOC(=O)Cn1c(C)c(Br)c(COC)c(C#N)c1=O
    0%	0%	8%	20%	202%[activator]	4	0%	4%	/
CC(C)CN(C(=O)COC(=O)c1cccnc1Cl)c1c(N)n(Cc2ccccc2)c(=O)[nH]c1=O
    /	7%	20%	-5%	-14%	-1	4%	-1%	-5%[12.7 µM]
O=C(Nc1ccc(Br)cc1)c1ccc(Cl)c(S(=O)(=O)N2CCCCCC2)c1
    2%	9%	7%	14%	-20%	4	2%	0%	11%[59 µM]
COC1=CC(=O)C=C(OC)C1(O)CC(C)=O
    8%	-2%	18%	-42%	4%	1	-10%	/	/
Cc1nc2ccccc2n1/N=C/c1ccc([N+](=O)[O-])o1
    /	22%	-7%	-1%	-3%	-5	-28%	/	/
CCCCC(=O)Nc1nnc(SCC(=O)NCC2CCCO2)s1 (configuration not stated)
    -5%	5%	9%	-10%	-29%	12	-13%	-5%	6%
Cc1ccc(C2(C)NC(=O)N(CC(=O)N3CCN(S(=O)(=O)c4cccc([N+](=O)[O-])c4)CC3)C2=O)cc1 (configuration not stated)
    -3%	3%	10%	15%	?	-2	-22%	/	/
COC(=O)c1sccc1NC(=O)CN(C)NS(=O)(=O)c1ccc(Cl)cc1
    3%	18%	10%	-6%	?	15	-31%	-10%	12%[59 µM]
O=C(CN(CCc1ccccc1)S(=O)(=O)c1ccc(Br)cc1)N/N=C/c1ccccc1C(=O)O
    -5%	6%	21%	0%	-11%	-2	-20%	?	-41%
COc1nc(-c2ccccc2)cc(-c2ccc3c(c2)OCO3)c1C#N
    -4%	-4%	107%[activator]	0%	0%	-7	14%	9%	51%[activator]

(list continues)
Sequence of screens – ERG Ets-DNA blk	GLS inh	HP1b chromo inh	RGS4 inh	ALOX12 inh	PI4K2A inh	JMJD2A Tudor inh	BAZ2B block	G9a inh
CSc1ccc(CN(C)CCc2ccccn2)cc1
    19%	0%	?	2%	-16%	-4	25µM*	32µM*	/
CCCOc1ccc(C2C(C(=O)c3cc4ccccc4o3)=C(O)C(=O)N2c2cc(C)on2)cc1 (configuration not stated)
    3%	6%	9%	-42%	?	1	?	-30%	32µM*
CCCCCc1ccc(OCCCC[n+]2ccc(C)cc2)c(CCCCC)c1
    6%	14%	12%	-2%	?	-6	-27%	-17%	/
CCOC(=O)c1cnc2c(C)cccc2c1NCCCN1CCOCC1
    -1%	-13%	56%[activator]	7%	32%[activator]	-1	-11%	2%	11%
CC(=O)c1cccc(NC(=O)Cn2nc(C(F)(F)F)c3c2CCC3)c1
    2%	1%	38%	5%	-31%	-4	-7%	1%	5%[59 µM]
O=c1[nH]nc(-c2ccc(F)cc2)cc1Cc1ccccc1
    12%	-6%	35%	8%	4%	-2	-4%	-3%	7%
COc1ccccc1C(=O)N/C(=C/c1cccc([N+](=O)[O-])c1)C(=O)Nc1cccc(C(=O)O)c1
    -18%	-15%	-2%	?	-3%	0	13µM*	-1%	2%
Cc1cc(Br)c(NC(=O)COC(=O)c2ccc[n+]([O-])c2)c(Br)c1
    -4%	8%	21%	-8%	25%	4	-17%	/	/
O=C(COC(=O)c1ccccc1O)NCCCc1ccccc1
    2%	1%	4%	-14%	-17%	-3	79µM*	20%	-32%
COc1nc(NCCO)nc(Nc2cc(Cl)ccc2OC)n1
    9%	-3%	12%	-17%	11%	4	-1%	14%	9%
COC(=O)C1CCN(C(=O)CSc2nnc(-c3ccncc3)o2)CC1
    5%	0%	3%	9%	1%	1	-12%	11%	?
Cc1ccc(C)c(N2CCN(S(=O)(=O)c3cc(C(=O)Nc4ccc(Oc5ccccc5)cc4)ccc3F)CC2)c1
    0%	-13%	16%	9%	-27%	9	-20%	-9%	-7%[59 µM]
CCCCc1ccc(NC(=O)CSc2nc(=O)n(CCN(CC)CC)c3c2CCC3)cc1
    13%	2%	8%	-9%	?	2	-34%	-1%	50µM*
CCOc1ccc(S(=O)(=O)N(CC(=O)NCc2cccnc2)c2ccc(F)cc2)cc1
    1%	-7%	28%	7%	-2%	2	-6%	1%	13%
Cc1onc(-c2ccc(Cl)cc2)c1-c1ccnn1S(=O)(=O)c1cccc(C(F)(F)F)c1
    0%	-12%	47%[activator]	-12%	19%	-1	11%	14%	/
COc1ccccc1CNC(=O)NCc1noc2ccc(C)cc12
    -6%	3%	33%	8%	-8%	2	7%	0%	10%[59 µM]
COc1cccc(CN(C)C(=O)c2ccccc2Sc2ccccc2C#N)c1OC
    -10%	-5%	58%[activator]	-21%	0%	4	-12%	-14%	-1%
O=C(Nc1cccc(Cl)c1)C1CCCN(c2ncnc3c2nc2n3CCCCC2)C1 (configuration not stated)
    -14%	-3%	16%	6%	?	-5	-24%	-22%	?
CCOc1ccc(/C=C(\C#N)C(=O)Nc2cccnc2)cc1
    11%	-17%	27%	11%	-1%	5	-9%	7%	-2%[59 µM]
Cc1cc(C(=O)N(CCC#N)Cc2cccs2)no1
    4%	-6%	22%	-10%	266%[activator]	-2	-12%	0%	-6%

The list goes on; the last two above are carried over.
Sequence of screens – ERG Ets-DNA blk	GLS inh	HP1b chromo inh	RGS4 inh	ALOX12 inh	PI4K2A inh	JMJD2A Tudor inh	BAZ2B block	G9a inh
CCOc1ccc(/C=C(\C#N)C(=O)Nc2cccnc2)cc1
    11%	-17%	27%	11%	-1%	5	-9%	7%	-2%[59 µM]
Cc1cc(C(=O)N(CCC#N)Cc2cccs2)no1
    4%	-6%	22%	-10%	266%[activator]	-2	-12%	0%	-6%
COc1ccc(-n2nc(C(=O)NCC(=O)N3CCN(c4ccccn4)CC3)c3ccccc3c2=O)cc1
    9%	3%	39%[activator]	-9%	?	3	-2%	0%	8%[59 µM]
O=C(NCC(=O)N(Cc1ccccc1)C(C(=O)NC1CCCC1)c1ccncc1)c1ccco1 (configuration not stated)
    0%	-5%	35%	-17%	-40%	-2	-5%	10%	10µM*
COC(=O)C1(Cc2ccc3c(c2)CCC3)Cc2ccc3c(c2C1=O)CCC3 (configuration not stated)
    1%	1%	109%[activator]	-22%	-21%	10	62%[activator]	/	/
CN(C)C(=N)c1n[nH]nc1SCc1ccccc1
    -7%	-2%	11%	16%	?	-3	-17%	79µM*	-44%[59 µM]
COc1cc(NC(=O)CSc2ccc(-c3cccnc3)nn2)cc(OC)c1
    4%	1%	12%	16%	-2%	0	-15%	-6%	/
O=S(=O)(Nc1ccc(N2CCCCC2)cc1)c1ccc(F)c(F)c1
    -3%	59%[activator]	-37%	0%	-24%	1	?	32µM*	13µM*
COCCOC(=O)C1=C(C)NC(=O)N(C(C)=O)C1c1ccc(Cl)cc1 (configuration not stated)
    /	5%	9%	11%	3%	-1	-6%	2%	61%[activator][12.7 µM]
CN(C)c1ccc(N=Cc2cccn2C)cc1
    28%	6%	-34%	?	?	-11	50µM*	20µM*	8.9µM*
CCn1nc(C)c(NC(=O)c2cnn3c(C(F)F)cc(-c4ccccc4)nc23)c1C
    -2%	-7%	-31%	-14%	-11%	-4	-16%	-4%	/
COc1ccc(-c2cn3nc(N4CCCC(C(=O)Nc5cc(C)cc(C)c5)C4)sc3n2)cc1 (configuration not stated)
    4%	-5%	1%	0%	?	-2	-18%	0%	?
COc1ccc(C2N(c3cccc(Cl)c3)C(=O)C3CCCN32)cc1 (configuration not stated)
    -3%	0%	53%[activator]	-1%	320%[activator]	-3	-15%	12%	-12%
CC(C)(C)c1nc(Sc2ccc([N+](=O)[O-])cn2)n[nH]1
    8%	-4%	34%	-5%	-21%	9	-13%	3%	/

Screening results deposited in PubChem BioAssay by National Center for Advancing Translational Sciences (NCATS).
